KCNH2 3.1 block = blocks the human KCNH2 3.1 channel isoform; U2OS KCNH2 3.1, thallium flux FluxOr; hits give low values; activity change, % (tested at about 1.8 µM); 340,000 compounds, 0.95% hits;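 active means maximum activity change below -70%; inconclusive means maximum activity change from -70% to -50%; inactive means maximum activity change above -50%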;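 further: thallium influx rate constant from kinetic fluorescence after stimulation buffer; on the % scale 0 is the no-effect control and ±100 the full control effect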
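Steps: virus added to U2OS suspension (4 h, RT, dark); medium with 10% FBS added, cells plated, 37 C overnight; FluxOr/Red40 loading buffer 45 min RT; stimulation buffer, 2 min kinetic read; rate constant normalized.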
ELG1 repair inh = blocks ELG1-dependent DNA repair in HEK293T cells; AID 504467; Potency, µM (series often up to 46.1 µM), inactives show top-dose activity change, negative = inhibition, actives largely listed as inhibitors; 330,000 compounds, 2.3% hits; HEK293T ELG1-luciferase reporter, luminescence, 16 h; DNA damage induced by 5-fluorouridine; further: potency means the concentration at half of the fitted maximal effect; on the % scale 0 is the no-effect control and ±100 the full control effect; nearly all actives have a fitted effect of over 55% in size
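5-Fluorouridine DNA damage + compound/DMSO, 2,000 cells/well, 16 h, 37 °C/5% CO2. ONE-Glo, 30 min RT, luminescence. Readout = decrease in reporter signal.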
Eya2 inh = blocks the phosphatase activity of human Eya2; O00167; recombinant Eya2, OMFP fluorescence dephosphorylation (OMFP is methylfluorescein phosphate); Potency, µM (doses to about 76.9 µM), for the others: at the top dose activity, negative = inhibition, hits mostly inhibitors; 330,000 compounds, 0.006% hits; AID 488837; further: potency means the concentration at half of the fitted maximal effect; on the % scale 0 is the no-effect control and ±100 the full control effect
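Eya2 (0.2 uM) preincubated 10 min at ambient with compound, then OMFP substrate added at 50 uM; 10 min reaction in 50 mM HEPES pH 7.5, 50 mM NaCl, 5 uM MgCl2, 0.05% BSA, 1 mM DTT. Fluorescence read at Ex 485/Em 525 nm.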
USP2a inh = USP2a (human) protease inhibition | 330,000 compounds, 0.01% hits | AID 463254 | USP2 core, Ub-CHOP2 coupled fluorogenic reporter, 485/531 | Potency, µM (series often up to 38.3 µM), without a hit: top-dose activity change, negative = inhibition, usual class: inhibitors;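 further: potency means the concentration at half of the fitted maximal effect; plate controls were DMSO wells for no effect and full inhibition by NEM control for full effect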
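Deubiquitinase activity read as fluorescence (485/531 nm) after Ub-CHOP2 cleavage activates the enterokinase reporter on its substrate; USP2 core 10nM, Ub-CHOP2 and substrate 25nM each, 30min compound preincubation then 60min RT; data normalized to NEM, curves fitted.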
KCNH2 WT inh = inhibitors of human wildtype KCNH2 potassium channel. 340,000 compounds, 0.37% hits. U2OS, BacMam KCNH2, thallium flux FluxOr; hits give low values. activity change, % at 1.84 µM. Q12809. AID 720551;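 active means maximum activity change below -70%; inconclusive means maximum activity change between -70% and -50%; inactive means maximum activity change above -50%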; further: on the % scale 0 is the no-effect control and ±100 the full control effect
Target sequence (Q12809 whole entry, looked up): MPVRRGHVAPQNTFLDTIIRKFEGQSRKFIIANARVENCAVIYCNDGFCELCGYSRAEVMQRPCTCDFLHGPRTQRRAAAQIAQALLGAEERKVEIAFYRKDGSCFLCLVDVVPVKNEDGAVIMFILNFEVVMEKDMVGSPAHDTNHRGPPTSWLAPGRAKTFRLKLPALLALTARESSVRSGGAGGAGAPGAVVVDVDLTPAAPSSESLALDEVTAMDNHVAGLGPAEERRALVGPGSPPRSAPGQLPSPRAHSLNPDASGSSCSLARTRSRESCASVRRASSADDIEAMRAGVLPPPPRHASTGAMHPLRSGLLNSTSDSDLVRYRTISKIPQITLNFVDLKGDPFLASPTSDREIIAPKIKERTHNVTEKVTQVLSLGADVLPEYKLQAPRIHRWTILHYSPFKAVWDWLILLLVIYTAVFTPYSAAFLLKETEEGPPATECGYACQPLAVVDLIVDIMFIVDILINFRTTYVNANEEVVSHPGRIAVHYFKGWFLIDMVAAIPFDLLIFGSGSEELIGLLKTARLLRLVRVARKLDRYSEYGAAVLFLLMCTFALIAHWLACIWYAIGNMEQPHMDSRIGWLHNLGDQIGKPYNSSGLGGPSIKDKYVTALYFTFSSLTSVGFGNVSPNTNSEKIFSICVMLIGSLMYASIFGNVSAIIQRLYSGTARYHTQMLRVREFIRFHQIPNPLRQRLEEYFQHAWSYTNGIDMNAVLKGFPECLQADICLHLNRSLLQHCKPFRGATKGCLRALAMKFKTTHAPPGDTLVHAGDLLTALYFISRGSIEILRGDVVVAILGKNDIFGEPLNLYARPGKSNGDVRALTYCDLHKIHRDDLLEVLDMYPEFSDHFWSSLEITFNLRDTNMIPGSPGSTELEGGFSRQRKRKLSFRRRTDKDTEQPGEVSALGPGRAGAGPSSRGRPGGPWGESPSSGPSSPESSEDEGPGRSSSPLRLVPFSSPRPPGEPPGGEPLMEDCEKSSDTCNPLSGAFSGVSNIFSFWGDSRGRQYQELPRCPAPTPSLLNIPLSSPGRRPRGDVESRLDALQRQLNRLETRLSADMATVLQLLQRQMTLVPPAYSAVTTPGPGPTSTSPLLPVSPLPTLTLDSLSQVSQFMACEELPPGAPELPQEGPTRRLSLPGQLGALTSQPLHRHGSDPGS
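U2OS cells transduced with wild-type KCNH2 virus are loaded with FluxOr dye for 45 min, and thallium flux is measured in kinetic reads before and after stimulation buffer. Rate constants are normalized to DMSO controls.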
Mito fusion yeast = mitochondrial division inhibition or fusion activation. AID 485298. Potency, µM (titrated, usually from 46.1 µM), for the others: at the highest dose growth rescue (activation), hits mostly activators. 320,000 compounds, 0.23% hits. S. cerevisiae fusion-defective mutant growth rescue, CellTiterGlo 48 h;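 further: potency means the concentration at half of the fitted maximal effect; % of control where 0% means no effect; nearly all actives have a fitted effect of over 45% in size; temperature-sensitive fusion mutants such as fzo1-1 at 37 °C on non-fermentable ethanol glycerol medium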
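Luminescent cell viability in 1536-well qHTS format served as the measure of rescued growth in ts fusion-mutant S. cerevisiae cultured on non-fermentable YPEG for 48 hours at 37C.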
TCR activator = T cell receptor activation | primary human leukocytes, anti-CD3, IL-2 HTRF, 48 h | Potency, µM (titrated, usually from 9.22 µM), without a hit: at the top dose activation of IL-2 secretion, most hits filed as activators | 330,000 tested, under 10 active | AID 504894; further: % of control where 0% means no effect
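Activity was scored as IL-2 release from primary human leukocytes given only a TCR signal (a-CD3 beads) plus compound for 48 hr. Detection used a two-antibody HTRF format read at 665nm.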
TRPV1 agonist = human TRPV1 agonism; TRPV1-expressing cells, Fluo-8 calcium influx, agonist mode; activation, % at 8.33 µM; 320,000 compounds, 0.19% hits; Q8NER1; in the data active means activation above about 80%; inconclusive means between about 30% and that limit; further: 0% is about no effect
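Fluo-8 calcium influx in TRPV1-expressing cells, kinetic read (ex 480/em 520 nm). Compound added and read 3 min for agonist activity, followed by capsaicin at EC20 final and 2 min further read for enhancement.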
A-T KAP1 phos = potential ataxia-telangiectasia treatment; […] A-T fibroblasts, KAP-1 phosphorylation AlphaLISA; neocarzinostatin DNA damage 30 min before lysis; Potency, µM (series often up to 57.5 µM), without a hit: at the highest dose activation, hits mostly activators; 320,000 compounds, 0.19% hits; AID 485349; further: potency means the concentration at half of the fitted maximal effect; % of control where 0% means no effect; nearly all actives have a fitted effect of over 45% in size
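hTERT-immortalized A-T patient fibroblasts ([…]), 500 cells/well in OPTI-MEM, 1% FBS, got compounds for 60 min, then NCS for 30 min at 37C. Lysates were then assayed for phospho-KAP-1 by AlphaLISA (anti-pKAP1 donor, anti-KAP1 acceptor beads), 6 hr at 25C.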
TSHR antagonist = antagonists of human thyroid stimulating hormone receptor. TSHR-expressing cells, TSH-stimulated cAMP HTRF, 2 h; hits give low values. activity change, negative = inhibition, % at 11.5 µM. 330,000 compounds, 0.2% hits. AID 504810;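 active means activity change below a set negative limit, meaning inhibition stronger than a set level, cut at about -70% in these data; inconclusive means activity change between two set negative limits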; further: on the % scale 0 is the no-effect control and ±100 the full control effect
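Competitive HTRF cAMP read-out (cryptate anti-cAMP antibody, cAMP-d2; 30 min, room temperature) in freshly harvested TSHR cells. Compounds added before TSH at EC80 (4nM final), followed by 2 hours' incubation at 37 deg C.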
* = called active by the depositor; ? = inconclusive; . = not tested or not shown; [ ] = remark or other dose. Unless noted, the call rests on the fitted dose curve; in most records, active means well fitted curve in the direction sought with a large enough effect; inconclusive means small, poorly fitted or top-dose-only effect, or another doubt; inactive means no such curve, though single readings can be large; an effect the other way counts as inactive or inconclusive. An excerpt (hit frequency here may not be typical).

canonical_smiles	TRPV1 agonist	KCNH2 3.1 block	USP2a inh	TSHR antagonist	TCR activator	A-T KAP1 phos	Eya2 inh	Mito fusion yeast	ELG1 repair inh	KCNH2 WT inh
COc1ccc(/C=C/C(=O)c2ccccc2)cc1COc1ccc(F)cc1	?	-13	3%	-13	1%	6%	-20%	-2%	-22%	5
CN(c1ccccc1)S(=O)(=O)c1ccccc1Br	2	-11	2%	-5	2%	-8%	-8%	4%	?	-7
Cn1c(CN2CCOCC2)nc2cc(NC(=O)COc3ccc([N+](=O)[O-])cc3)ccc21	7	-3	2%	15	3%	6%	5%	-2%	?	2
CCN(CC)S(=O)(=O)c1ccc(C)c(NC(=O)COc2ccc3c(C)cc(=O)oc3c2)c1	2	-16	2%	5	-4%[46.1 µM]	3%	1%	-3%	?	-10
COc1ccc(/C=C/C(=O)C2CC2)cc1COc1c(C)cccc1C	?	1	0%	9	3%	6%	-14%	-3%	-14%	8
COC(=O)c1ccc2c(=O)n(CCN3CCOCC3)c(SCC(=O)Nc3ccc(OC)cc3OC)nc2c1	-1	11	4%	2	5%	-3%	6%	-1%	7%	2
COc1ccc(/C(C)=C2/SC(=S)N(CCC(=O)O)C2=O)cc1	-1	9	-2%	-28	-4%	.	-44%	-1%	0%	9
O=C(CCCc1ccccc1)Nc1ccc2c(c1)OCCO2	?	-8	0%	-2	-8%	1%	-7%	5%	?	-5
COc1ccc(-c2cc(C(=O)N3CCN(c4ccccc4)CC3)no2)cc1OC	13	8	-9%	-3	1%	-1%	-16%	-1%	-13%	7
Cc1[nH]n2cnnc2c(=O)c1Br	0	11	0%	6	-6%	-59%[inhibitor]	7%	-1%	15%	19
CCCCCCCN1CCC(=O)N([C@H](CO)Cc2ccccc2)CC1	3	-109*	3%	-2	12%	2%	7%	-1%	-10%	?
CCOC(=O)C1=C(CC)Nc2ccccc2N=C1NC(=O)c1ccc(C)c(S(=O)(=O)N2CCOCC2)c1	16	13	1%	-4	-1%	-3%	-19%	6%	?	3
CNC(=O)c1ccccc1NC(=O)c1ccco1	8	11	0%	2	-5%[46.1 µM]	4%	5%	1%	16%	7
COc1ccccc1N1CC(C(=O)Nc2nnc(SCC(=O)NC(C)C)s2)CC1=O (stereo not drawn)	-2	-20	2%	6	1%	3%	8%	1%	0%	-18
c1c2c(cc3sc(N4CCCCC4)nc13)OCCO2	5	1	0%	7	0%	3%	-1%	5%	?	-4
C=C(C)CN(CC)C(=O)CC1C(=O)NCCN1C (stereo not drawn)	1	11	3%	-5	-5%	-2%	5%	2%	19%	3
O=S(=O)(c1ccc(-c2ccon2)s1)N1CCN(CCN2CCOCC2)CC1	.	6	0%	5	-3%	42%	3%	-1%	?	1
C#CCNc1c2c(nc3ncnn13)CC(C)CC2 (stereo not drawn)	3	-4	6%	2	1%	0%	0%	-6%	8%	9
COc1ccc(CCNC(=O)COC(=O)c2ccc(OC)cc2OC)cc1	7	4	0%	-10	2%	9%	-2%	6%	2%	27
O=C1NC(=Nc2ccccc2)S/C1=C\c1cccs1	9	-20	2%	11	-2%	-3%	0%	3%	?	1
O=C(Nc1ccnc(-c2ccncc2)n1)c1cccs1	16	11	-1%	6	6%	1%	1%	5%	3%	0
O=S(=O)(Cc1ccccc1)c1nc2ccccc2n1Cc1ccccn1	7	2	2%	9	.	4%	-3%	19%	-10%	8
COc1ccc(/C=C(/NC(=O)c2ccccc2)C(=O)N/N=C/c2ccncc2)c(OC)c1	-1	3	-24%	16	14%[46.1 µM]	-1%	-1%	-1%	-19%	-5
Cc1cccc(OCC(=O)Nc2ccc(N3CCN(C(=O)c4ccco4)CC3)cc2)c1C	3	-2	6%	-10	-2%	11%	-16%	-1%	-15%	-13
Cc1cccc(-c2nc(CN3CCCC(C(=O)NC4CCCCCC4)C3)c(C)o2)c1 (stereo not drawn)	-2	-10	-5%	-3	-4%	0%	-3%	-2%	?	38
NS(=O)(=O)c1ccc(CCNC(=O)c2ccc3nc4ccc(Cl)cc4c(=O)n3c2)cc1	1	8	-1%	-7	11%	-9%	3%	0%	?	-1
Cc1ccc(S(=O)(=O)Nc2cc3c4c(c2)CC(=O)N4CCC3)cc1	-1	-19	-2%	-1	-7%	14%	8%	1%	?	-9
OCCCN=C1CCCc2c1[nH]c1ccc(Cl)cc21	4	-3	-1%	-3	2%	-4%	6%	13%	-1%	4
Cc1ccc(C(=O)COC(=O)CNC(=O)Cc2ccccc2)cc1[N+](=O)[O-]	-5	-3	-1%	8	2%	17%	-4%	-1%	?	2
CCN(CCn1cccn1)C(=O)c1ccc2nc(Cc3ccc(OC)cc3)oc2c1	0	-18	1%	-2	11%	8%	1%	1%	19%	0
O=C(Cn1ncc2c3ccccc3n(Cc3ccccc3)c2c1=O)NCc1ccco1	-4	6	0%	-1	2%	-1%	-1%	3%	-6%	3
COc1ccc(C(=O)OCC(=O)NC23CC4CC(CC(C4)C2)C3)c(OC)c1OC	23	-9	1%	-34	7%	5%	-8%	1%	?	5
O=C(NNC(=O)C1CC2CCC1C2)c1ccccc1 (stereo not drawn)	4	11	-1%	18	0%[46.1 µM]	-5%	-8%	3%	?	-8
O=S(=O)(C(=CNc1ccccc1)S(=O)(=O)c1ccccc1)c1ccccc1	1	-31	-15%	44	0%[46.1 µM]	4%	-5%	7%	-4%	4
O=C1c2ccccc2C(=O)c2c1cccc2N1CCN(CCO)CC1	0	-27	2%	-6	12%	-8%	1%	-1%	?	23
N#CC1(NC(=O)CN2c3cccc4cccc(c34)S2(=O)=O)CCCCC1	17	16	-1%	4	-8%	-2%	11%	-2%	14%	-6
N#C/C(=C\c1c[nH]c2ccccc12)C(=O)NC1CCCC1	-1	3	-2%	-18	0%	2%	7%	10%	?	6
Cc1cccc(-c2cc(C(=O)NCc3ccccn3)c3ccccc3n2)c1	5	21	1%	7	-39%[inhibitor][46.1 µM]	-1%	-2%	11%	16µM*	1
CCOC(=O)C1=C(CS(=O)(=O)c2ccccc2)NC(=O)NC1c1ccccc1OCC (stereo not drawn)	2	-4	-2%	1	4%	7%	8%	0%	-12%	4
NS(=O)(=O)c1cccc(C(=O)OCC(=O)NC2CCCc3ccccc32)c1 (stereo not drawn)	.	6	7%	.	3%	4%	2%	.	-6%	-5
Cc1ccc(CN2CCN(/N=C/C(Br)=C\c3ccccc3)CC2)cc1	-8	-41	-2%	23	-3%	10%	6%	-5%	?	18
CCCn1c(N2CCN(CC(=O)c3c(C)n(C)c4ccccc34)CC2)nc2c1c(=O)[nH]c(=O)n2C	0	-16	0%	-9	8%	19%	16%	5%	7.3µM*	0
CCCn1c(SCC(N)=O)nnc1C(C)C	-4	-7	2%	-8	7%	5%	13%	-1%	2%	-12
Cc1cc2cc(C=O)c(Cl)nc2cc1C	14	-5	1%	2	1%	3%	1%	1%	16%	-11
O=C(COC(=O)c1cc(Cl)ccc1O)Nc1ccccc1C(=O)NC1CC1	.	14	4%	-2	-5%	3%	-15%	.	-1%	23
Cc1ccc(OCCOC(=O)c2nc3nccc(C)n3n2)cc1	-4	-5	0%	1	-2%	2%	3%	1%	?	8
COc1ccc(C)cc1NC(=O)CN1C(=O)C(=O)N(C2CCCC2)C1=O	7	7	-2%	7	-1%	-2%	14%	1%	?	-21
Cc1cc(C)n2nc(C(=O)NCc3ccco3)cc2n1	-3	-8	2%	4	5%	-1%	0%	0%	14%	-4
Cc1cc(Nc2cccc(Cl)c2Cl)n2ncnc2n1	2	-3	0%	-3	0%	-3%	-1%	-5%	24%	-222*
CCOc1cc(C)ccc1OCc1nnc(SCC(=O)Nc2cccc(C(=O)O)c2)n1-c1ccccc1	-5	2	2%	-6	-11%	4%	10%	-3%	-5%	-5
Cc1cccc(C(=O)NNS(=O)(=O)c2ccc(F)cc2)c1	1	6	0%	14	-4%	7%	-11%	1%	-18%	-6
O=C(NCc1cccnc1)c1ccc(COc2ccccc2Br)o1	?	-11	2%	-16	5%	2%	0%	-8%	-21%	0
Cc1cccc(C)c1-n1nnnc1C(C)(C)N1CCN(N=O)CC1	-3	21	1%	1	1%	2%	6%	-4%	3%	16
CN(C)S(=O)(=O)c1cccc(C(=O)OCC(=O)Nc2ccccc2OC(F)F)c1	.	-2	4%	-6	7%	22%	8%	2%	-7%	-18

Compound activity deposited in PubChem by National Center for Advancing Translational Sciences (NCATS).
